# Rab9 prom act = activates the Rab9 promoter | Huh7 Rab9 promoter-luciferase reporter, luminescence, 24 h | Potency, µM (series often up to 9.22 µM), for the others: at the top dose activation, negative = inhibition, actives largely listed as activators | hit rate 2.8% among 320,000; note: potency is the fitted concentration of half-maximal effect; % of control where 0% means no effect; nearly all actives have a fitted effect of over 60% in size
#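 Cells were plated at 1500 per well in reduced-serum medium with 10% FBS and left 2 h. Compound in DMSO was then added for 24 h at 37 °C. Reporter signal was read by luminescence after 10 min with luciferase detection reagent.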
# Menin MLL FP TR = displaces Texas Red mutant MLL peptide from human menin | O00255 | hit rate 0.23% among 270,000 | Menin + Texas Red MLL mutant peptide, fluorescence polarization | Potency, µM (titrated, usually from 61.6 µM), for the others: top-dose FP activity change, negative = inhibition, hits mostly inhibitors | AID 1768; active = well fitted inhibition curve with a large enough effect in the polarisation, with a control signal flat, not every such curve was filed as active; inconclusive = small, poorly fitted or top-dose-only effect, or effect the other way, or a change in a side signal; inactive = no such curve, though single readings can be large or run the other way; the % refers to the polarisation; note: potency is the fitted concentration of half-maximal effect; % of control where 0% means no effect; many of its hits are not listed in these tables
# Target sequence (O00255 whole entry, looked up): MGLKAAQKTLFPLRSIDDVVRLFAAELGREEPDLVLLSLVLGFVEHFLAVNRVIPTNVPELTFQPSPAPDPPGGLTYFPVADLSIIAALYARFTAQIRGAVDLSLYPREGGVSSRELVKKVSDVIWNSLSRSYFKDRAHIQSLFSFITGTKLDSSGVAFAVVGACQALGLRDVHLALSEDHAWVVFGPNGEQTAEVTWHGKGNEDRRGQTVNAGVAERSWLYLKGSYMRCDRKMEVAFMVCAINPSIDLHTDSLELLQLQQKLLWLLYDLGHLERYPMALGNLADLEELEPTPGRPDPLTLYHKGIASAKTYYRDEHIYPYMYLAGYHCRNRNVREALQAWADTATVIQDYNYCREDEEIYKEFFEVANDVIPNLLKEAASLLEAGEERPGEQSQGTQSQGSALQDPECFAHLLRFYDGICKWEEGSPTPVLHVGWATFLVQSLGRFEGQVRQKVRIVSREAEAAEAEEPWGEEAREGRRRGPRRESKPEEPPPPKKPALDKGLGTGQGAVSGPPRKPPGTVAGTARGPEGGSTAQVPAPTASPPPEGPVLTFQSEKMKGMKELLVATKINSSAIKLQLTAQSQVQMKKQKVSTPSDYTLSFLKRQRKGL
# KCNH2 3.1 block = inhibitors of human KCNH2 3.1 potassium channel isoform; U2OS KCNH2 3.1, thallium flux FluxOr; hits give low values; activity change, % (tested at about 1.8 µM); hit rate 0.95% among 340,000; AID 720553;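 active = maximum activity change below -70%; inconclusive = maximum activity change from -70% to -50%; inactive = maximum activity change above -50%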;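 note: thallium influx rate constant from kinetic fluorescence after stimulation buffer; % is set by controls: 0 for no effect and ±100 for the full control effect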
#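 Normalized rate constant (relative to positive and negative DMSO controls) derived from a 2 min kinetic fluorescence read after stimulation; U2OS cells expressing the 3.1 isoform via virus at 1.77 x 10^8 /mL.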
# NPC1 promoter act = activators of NPC1 promoter | AID 485313 | Huh7 NPC1 promoter luciferase reporter, 24 h | hit rate 2.4% among 320,000 | Potency, µM (series often up to 9.22 µM), inactives show top-dose activation, hits mostly activators;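 note: potency is the fitted concentration of half-maximal effect; % of control where 0% means no effect; nearly all actives have a fitted effect of over 60% in size; reporter is driven by a mutant NPC1 promoter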
#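 Luciferase expression driven by the NPC1 promoter was measured in stably transfected Huh7 cells after a 24 h compound incubation, using a luciferase reagent and a luminescence read.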
# FLuc modulator = inhibits or activates purified firefly luciferase, miR-21 counter-screen; purified FLuc, Km substrates, luminescence inhibition; P08659; hit rate 6.9% among 360,000; Potency, µM (series often up to 57.5 µM), inactives show at the top dose activity change, negative = inhibition, usual class: inhibitors;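 note: potency is the fitted concentration of half-maximal effect; plate controls were vehicle for no effect and reference inhibitor for full effect; nearly all actives have a fitted effect of over 55% in size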
#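 Purified P. pyralis luciferase (10nM final) with 10uM D-luciferin and 10uM ATP (Km levels) in 50mM Tris acetate pH 7.5, 10mM Mg acetate, 0.01% Tween-20, 0.05% BSA; qHTS 6-point titration, ~60 µM downward; luminescence read.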
# RORgamma inh = inhibitors of mouse ROR gamma transcriptional activity. P51450. Drosophila S2 Gal4-RORgamma UAS-luciferase reporter, 20 h. Potency, µM (doses to about 53.6 µM), without a hit: at the highest dose activity change, negative = inhibition, usual class: inhibitors. hit rate 5.4% among 310,000; note: potency is the fitted concentration of half-maximal effect; % is set by controls: 0 for no effect and ±100 for the full control effect; nearly all actives have a fitted effect of over 60% in size
#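 In this cell-based reporter format, copper sulfate (700 uM final) drives Gal4–ROR gamma fusion expression from a metallothionein promoter in Drosophila Schneider cells; compounds preincubated 1 hr, reporter read after 20 hr at ambient temperature.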
# Gal4-VP16 FLuc = counter-screen for ROR gamma inhibitors: Gal4-VP16 reporter; hit rate 3.5% among 310,000; Drosophila S2 Gal4-VP16 UAS-luciferase, luminescence, 20 h; Potency, µM (doses to about 53.6 µM), for the others: at the highest dose activity, negative = inhibition, usual class: inhibitors;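 note: Gal4-VP16 expression switched on by copper sulfate through the metallothionein promoter; potency is the fitted concentration of half-maximal effect; % is set by controls: 0 for no effect and ±100 for the full control effect; nearly all actives have a fitted effect of over 50% in size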
# ELG1 DNA repair = inhibitors of ELG1-dependent DNA repair in HEK293T cells; HEK293T ELG1-luciferase reporter, luminescence, 16 h; DNA damage induced by 5-fluorouridine; Potency, µM (titrated, usually from 46.1 µM), for the others: at the top dose activity change, negative = inhibition, hits mostly inhibitors; hit rate 2.3% among 330,000; AID 504467; note: potency is the fitted concentration of half-maximal effect; % is set by controls: 0 for no effect and ±100 for the full control effect; nearly all actives have a fitted effect of over 55% in size
#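 In this reporter screen, reduction of luminescence relative to DMSO vehicle indicated activity. Compounds and 5-fluorouridine were added together to 2,000 cells per well, incubated for 16 hr at 37 °C, then developed with ONE-Glo.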
# Mito fusion act = blocks mitochondrial division or promotes mitochondrial fusion; S. cerevisiae fusion-defective mutant growth rescue, CellTiterGlo 48 h; Potency, µM (doses to about 46.1 µM), for the others: at the highest dose growth rescue (activation), actives largely listed as activators; hit rate 0.23% among 320,000;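 note: potency is the fitted concentration of half-maximal effect; % of control where 0% means no effect; nearly all actives have a fitted effect of over 45% in size; temperature-sensitive fusion mutants such as fzo1-1 at 37 °C on non-fermentable ethanol glycerol medium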
#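 Temperature-sensitive fusion-defective S. cerevisiae (e.g. fzo1-1, mgm1-5) were grown with compound in YPEG medium (3% ethanol, 3% glycerol) for 48 hours at 37C. Growth rescue was measured as viability by CellTiterGlo luminescence after 10 minutes at ambient.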
# MBNL1-CUG inh = blocks human MBNL1 binding to CUG repeat RNA | Q9NR56 | Potency, µM (doses to about 57.5 µM), for inactives: at the top dose activity change, negative = inhibition, hits mostly inhibitors | AID 2675 | TR-FRET MBNL1-His/biotin-(CUG)12 binding, 665/545 ratio | hit rate 0.036% among 280,000; active = well fitted inhibition curve with a large enough effect in the signal ratio, with a control signal flat, not every such curve was filed as active; inconclusive = small, poorly fitted or top-dose-only effect, or effect the other way, or a change in a side signal; inactive = no such curve, though single readings can be large or run the other way; the % refers to the signal ratio; note: potency is the fitted concentration of half-maximal effect; % is set by controls: 0 for no effect and ±100 for the full control effect
#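 MBNL1-His + Biotin-(CUG)12, cpd titration 92 nM–58 uM; Tb anti-His Ab 0.055 ng/ul, SA-XL665 5 nM (final); 60 min RT; ratiometric 665/545 nm, Ex 340 nm; normalized to buffer and full-complex controls.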
# PKM2 act = activators of human pyruvate kinase M2; AID 1631; hit rate 0.34% among 260,000; P14618; purified PKM2, Kinase-Glo ATP luminescence, activation; response scale: 0% is enzyme alone, no compound; Potency, µM (highest dose often 57.5 µM), without a hit: top-dose activation, hits mostly activators; note: potency is the fitted concentration of half-maximal effect; % is set by controls: 0 for no effect and ±100 for the full control effect; nearly all actives have a fitted effect of over 55% in size
# Target sequence (P14618 whole entry, looked up): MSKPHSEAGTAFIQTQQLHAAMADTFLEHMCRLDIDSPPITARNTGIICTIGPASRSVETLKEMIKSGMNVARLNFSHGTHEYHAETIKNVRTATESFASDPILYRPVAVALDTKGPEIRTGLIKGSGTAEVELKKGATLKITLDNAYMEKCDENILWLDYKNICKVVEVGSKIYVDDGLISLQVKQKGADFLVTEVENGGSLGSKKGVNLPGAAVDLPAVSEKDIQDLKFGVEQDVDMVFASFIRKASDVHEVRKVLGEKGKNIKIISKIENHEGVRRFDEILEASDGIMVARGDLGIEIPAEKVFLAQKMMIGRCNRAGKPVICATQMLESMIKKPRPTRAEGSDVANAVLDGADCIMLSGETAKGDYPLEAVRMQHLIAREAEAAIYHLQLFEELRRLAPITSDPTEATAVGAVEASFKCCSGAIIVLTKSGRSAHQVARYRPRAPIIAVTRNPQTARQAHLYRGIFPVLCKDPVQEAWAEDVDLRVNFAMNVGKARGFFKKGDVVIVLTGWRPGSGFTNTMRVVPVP
#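 ATP formation by purified human PK-M2, quantified via coupled luciferase luminescence after 1 h at room temperature with 0.1 mM ADP and 0.5 mM PEP final.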
# * hit, by the source's call; ? = inconclusive; . = not tested or not shown; & = joins results of further samples; [ ] = remark or other dose. Unless noted, calls come from the whole dose curve; as a rule, active = well fitted curve in the direction sought with a large enough effect; inconclusive = small, poorly fitted or top-dose-only effect, or another doubt; inactive = no such curve, though single readings can be large; an effect the other way counts as inactive or inconclusive. The list is partial, so the mix of outcomes need not match the whole.
cpd	Compound	Rab9 prom act	Menin MLL FP TR	KCNH2 3.1 block	NPC1 promoter act	FLuc modulator	RORgamma inh	Gal4-VP16 FLuc	ELG1 DNA repair	Mito fusion act	MBNL1-CUG inh	PKM2 act
1	COc1ccc(N2C(=O)C(Cl)=C(Nc3c(C)n(C)n(-c4ccccc4)c3=O)C2=O)cc1	-5%	-26%	-1	11%	-1%	?	19%	9%	-4%	?	14%
2	Cc1nn(C(C)C)c(C)c1CN1CCCC(CCC(=O)NCc2ccccc2F)C1 (stereo unspecified)	-1%	-15%	-7	-2%	0%	-3%	-3%	9%	-1%	-1%	2%
3	O=C(Nc1ccc(F)cc1F)c1csc(-c2ccccc2)n1	20%	4%	-8	18%	?	17%	-7%	?	-1%	-1%	-2%
4	Cc1cc(C)cc(NC(=O)CCNC(=O)c2ccc([N+](=O)[O-])cc2)c1	-8%	5%	2	-3%	4%	0%	-12%	?	-3%	?	.
5	CN1CCN(C(=S)NC(=O)/C=C/c2ccccc2)CC1	-3%	5%	13	0%	?	11µM*	?	20%	-1%	4%	-5%
6	Cc1cccn2c(CN(C)C3CCOC3)c(C(=O)N3CCCCC3)nc12 (stereo unspecified)	-11%	-13%	10	-1%	0%	6%	-4%	0%	3%	-5%	0%
7	CC(C)(C)NC(=O)Cn1c(-c2nonc2N)nc2ccccc21	-7%	3%	-1	0%	1%	23%	-10%	-4%	0%	4%	-8%
8	O=C1/C(=C2\C(=O)N(Cc3ccc(F)cc3)c3ccccc32)SC(=S)N1CCS(=O)(=O)O	1%	?	3	-3%	0%	10%	7%	11%	-1%	0%	.
9	N#CC(C#N)=C(N)/C(C#N)=C/c1ccc(O)cc1	-15%[46.1 µM]	13%	.	-4%[46.1 µM]	.	.	.	.	-40%[inhibitor]	?	.
10	CCC(C)N(C(=O)COC(=O)C1C(C(=O)OC)=C(C)NC(C)=C1C(=O)OC)C1CCS(=O)(=O)C1 (stereo unspecified)	2%	-3%	15	-1%	-6%	5%	5%	21%	-2%	.	-1%
11	NC(=O)CSc1nc2ccccc2c(=O)n1Cc1ccco1	1%	7%	-3	-1%	-1%	5%	0%	-4%	3%	-14%	12%
12	COc1ccc(NC(=O)C2CCCN2S(=O)(=O)c2cccc3nsnc23)c(OC)c1 (stereo unspecified)	1%	.	-3	-23%	0%	-40%	3%	3%	-26%	?	.
13	Cc1ccc(C(=O)NCc2ccccn2)cc1S(=O)(=O)N1CCOCC1	2%	.	16	0%	-2%	.	.	16%	2%	.	.
14	COc1ccc(C(CNC(=O)CCNS(=O)(=O)c2ccc(C)cc2)N2CCOCC2)cc1 (stereo unspecified)	-3%	.	12	-4%	3%	.	.	20%	-3%	.	.
15	COc1ccc(OCC(=O)NS(=O)(=O)c2ccc(Cl)cc2)cc1	0%	-6%	9	1%	-2%	-2%	2%	-11%	3%	-1%	6%
16	Cc1cccc(C)c1OCc1cc(C(=O)NCC2COCCO2)no1 (stereo unspecified)	-2%	.	-1	-3%	1%	-3%	-1%	-4%	1%	-1%	-2%
17	COc1ccc(CN2CCNC(=O)C2CC(=O)NCCc2nc(C)c3c(n2)CCC3)cc1C (stereo unspecified)	1%	-4%	3	2%	0%	-16%	5%	3%	-12%	2%	.
18	CC1=C(C(=O)OCC(C)C)C23C(=O)c4ccccc4C2(O1)OC(N)=C3C#N (stereo unspecified)	0%	-6%	-5	-1%	-1%	14%	0%	9%	-2%	-3%	3%
19	Cc1cccc(NC(=O)C2CC(=O)N/C(=N/N=C/c3ccco3)S2)c1 (stereo unspecified)	7%	?	0	-3%	?	-31%	3%	13%	-3%	-4%	-2%
20	CCCc1ccc(NC(C)C(=O)Nc2ccc(S(=O)(=O)N3CCOCC3)cc2)cc1 (stereo unspecified)	13%	.	-2	0%	1%	.	.	1%	6%	.	.
21	COC(=O)c1c(NC(=S)Nc2ccccc2Cl)sc(C)c1C	-1%	?	18	-6%	6%	2.8µM*	6.3µM*	9%	2%	39%[activator]	-2%
22	Cc1cc(C)c(NC(=O)C2CC(=O)N(C(C)C)C2)c(C)c1 (stereo unspecified)	-2%	-9%	-4	-3%	1%	-16%	-11%	3%	-1%	-1%	0%
23	CC(C)N1CCc2c(sc(NC(=O)c3ccc(C(=O)c4ccccc4)cc3)c2C(N)=O)C1	-6%	.	?	1%	?	-13%	-20%	?	-1%	.	-4%
24	Cc1ccc(C)c(S(=O)(=O)N2CCCCC2CCNC(=O)C(=O)NC2CC2)c1 (stereo unspecified)	0%	.	-20	-5%	-1%	.	.	-13%	7%	.	.
25	CCCCNC(=O)CCc1c(C)nc2nc(-c3cc(OC)cc(OC)c3)nn2c1C	9%	4%	-5	0%	0%	-19%	-8%	2.3µM*	4%	-1%	-5%
26	Cc1nc2sc(C(=O)c3ccccc3)c(N)c2c2c1CCCC2	?	-28%	2	27%	11µM*	?	?	-2%	14µM*	?	0%
27	O=C(Nc1ccc(N2CCN(C(=O)c3ccccc3)CC2)cc1)c1ccc2c(c1)OCO2	5%	-1%	-8	-3%	-13%	27%	3%	?	-4%	5%	-3%
28	COc1ccc(C(=O)NNC(=O)C(C)NC(=O)c2ccccc2NC(=O)c2ccco2)cc1 (stereo unspecified)	-1%	5%	11	-4%	1%	-16%	6%	-2%	1%	-22%	-7%
29	CCOc1ccccc1C(=O)NC1CCN(Cc2nnnn2C2CCCC2)CC1	2%	?	-7	-1%	-2%	27%	-10%	-12%	2%	-3%	0%
30	NS(=O)(=O)c1ccc(NC(=S)Nc2cc(Cl)c(Cl)cc2Cl)cc1	1%	3%	9	-1%	0%	-3%	5%	2%	2%	-17%	-16%
31	CC(C)CC(C)N1CCC(n2nccc2NC(=O)CCc2ccccc2)CC1 (stereo unspecified)	-2%	0%	4	1%	3%	0%	-13%	?	-4%	1%	2%[0.46 µM]
32	CN1CCC(N(C)C(=O)c2sc3cc(F)ccc3c2Cl)CC1	0%	2%	29	1%	-3%	-18%	-15%	13%	3%	0%	-1%
33	O=C(NCc1ccccn1)Nc1cccc(Cl)c1	15%	0%	-20	1%	19µM*	13%	10%	?	0%	-7%	-6%
34	c1ccc2sc(NCC3CCCO3)nc2c1 (stereo unspecified)	1.4µM*	21%	3	2.2µM*	21µM*	-42%	-8%	?	-3%	-4%	-3%
35	Cc1ccc(F)cc1NC(=O)C1C2CCC(O2)C1C(=O)O (stereo unspecified)	7%	-4%	2	-5%	4%	.	.	?	2%	-5%	12%
36	C=CCn1c(SCC(=O)Nc2cccc3ccccc23)nnc1-c1cnccn1	-4%	4%	-1	3%	3%	-8%	-2%	?	1%	-3%	-1%
37	COc1cc(OC)c2ccc(=O)oc2c1C(CCN1CCCC(C)C1)c1ccc(N(C)C)cc1 (stereo unspecified)	-2%	-2%	-8	-15%	0%	-4%&-24%	-7%&-8%	0%	-7%	?	4%
38	CCOC(=O)C1CCCN(C(=O)/C=C/c2ccc(OC)cc2)C1 (stereo unspecified)	16%	-2%	-8	-1%	-18%	2%	-14%	21%	-8%	-7%	3%
39	COc1ccc(NC(=O)COc2coc(CN3CCc4ccccc4C3)cc2=O)cc1	-2%	.	-3	0%	1%	.	.	2%	2%	.	.
40	CCC(C(=O)NCCc1ccccc1)c1ccccc1 (stereo unspecified)	-2%	14%	31	-4%	1%	27%[1.91 µM]	22%	3%	1%	-5%	3%
41	CCC(=O)c1ccc(OCC(=O)OCC(=O)c2c(N)n(C)c(=O)n(C)c2=O)cc1	-13%	.	0	5%	.	.	.	?	5%	.	.
42	CC(C)[C@H](NC(=O)c1ccccc1)C(=O)O	-8%	9%	19	-3%	-2%	-9%	1%[10 µM]	-4%	4%	6%	2%
43	Cc1cnc(CN(C)C(=O)c2ccc3oc(Cc4ccc(Cl)cc4)nc3c2)[nH]1	3%	-12%	-1	-3%	4%	42%	-2%	-8%	-6%	-1%	1%
44	CCN(CC)C(=O)CSc1nnc2nnc3cc(OC)ccc3n12	-1%	.	6	-1%	1%	?	?	-9%	3%	?	-7%
45	CCOC(=O)C1=C(CN2CCN(C(=O)c3ccco3)CC2)NC(=O)NC1c1ccccc1 (stereo unspecified)	-3%	.	-2	-5%	2%	2%	10%	13%	-1%	-3%	.
